NCI-60 one-dose screen, 48 h, at 10 µM unless noted. Numbers give growth in % (100 = growth as untreated, 0 = no growth, -100 = all killed).
DU-145 = DU-145 prostate cancer | 81,000 compounds, 4.2% hits | AID 1794760
SNB-19 = SNB-19 CNS cancer cells | 81,000 compounds, 2.5% hits | AID 1794751
PC-3 = PC-3 prostate cancer cells | AID 1794754 | 80,000 compounds, 3.9% hits
OVCAR-8 = OVCAR-8 ovarian cancer | 81,000 compounds, 4.4% hits | AID 1794782
SF-268 = SF-268 CNS cancer cells; 82,000 compounds, 3.1% hits; AID 1794759
SF-295 = SF-295 CNS cancer cells; 79,000 compounds, 5.6% hits
SF-539 = SF-539 CNS cancer; 81,000 compounds, 6.8% hits; AID 1794752
U251 = U251 CNS tumor cells; 80,000 compounds, 5.4% hits; AID 1794753
Starred values were filed as active, the others as inactive; · = no result given; & = joins results of further samples. The calls were made as follows: active = growth percent below 10; inactive = the rest.

compound | DU-145 | SNB-19 | PC-3 | OVCAR-8 | SF-268 | SF-295 | SF-539 | U251
O=C1OC(Oc2ccc(Br)cc2)(c2ccccc2)c2ccccc21 (stereo unspecified) | 84&97 | 102&89 | 64&81 | 93&94 | 76&92 | 82&83 | 99&104 | 58&79
Cn1c(O)c(C=NCCN=Cc2c(O)n(C)c(=O)n(C)c2=O)c(=O)n(C)c1=O | 110 | 98 | 90 | 103 | 105 | 101 | 94 | 102
CCCCOc1nc2ccc(C)cc2cc1-c1cc(-c2ccc(Cl)cc2)nc(-c2ccc(Cl)cc2)c1 | 114 | 94 | 99 | 102 | 98 | 106 | 102 | 103
COc1ccc2nc3c(c(NCCCN(C)C)c2c1)CCCC3 | 107 | 89 | 89 | 82 | 95 | 95 | 89 | 91
Fc1ccc(NCc2ccc3cc2OCC#C/C=C\C#CCO3)cc1 | 99 | 91 | 84 | 101 | 82 | 112 | 83 | 94
O=C(NO)c1ccc(-c2nc3ccc4[nH]ncc4c3c3c2CCCC3)cc1 | 1.3* | -19* | 16 | -17* | -54* | -18* | -97* | -39*
O=c1c2ccccc2nc(COc2ccccc2)n1NCc1ccccc1Cl | 104 | 100 | 98 | 102 | 96 | 101 | 96 | 118
CCc1c(C)c2cc3c(c(C)c2oc1=O)OC[C@@H](c1ccccc1)N3 | 97 | 95 | 95 | 94 | 100 | 95 | 99 | 101
CCOC(=O)CC1(C)Nc2ccccc2-c2ccnn21 (stereo unspecified) | 107 | 92 | 91 | 91 | 107 | 90 | 97 | ·
CCN1CCN(c2nc(-c3ccccc3)c(C)c(C#N)c2C#N)CC1 | 101 | 94 | 104 | 109 | 92 | 93 | 99 | 107
O=C1C=C(c2ccccc2)C1(Cl)Cl | 101 | 101 | 104 | 99 | 104 | 118 | 114 | 101
CC(C#N)N(C(C)C#N)N(C)C (stereo unspecified) | 112 | 104 | 101 | 102 | 103 | 120 | 110 | 108
NNC(=O)COc1ccc(-c2nc3ccccc3[nH]2)cc1 | 99 | 93 | 92 | 97 | 90 | 98 | 95 | 97
CCCc1n(Cc2ccc3ccccc3n2)cc[n+]1Cc1ccc2ccccc2n1 | 51 | 19 | 25 | 36 | 28 | 60 | 31 | 21
Cc1ccc(-c2ccc(SCC(=O)Nc3ccc(S(N)(=O)=O)cc3)nn2)cc1 | 106 | 98 | 110 | 105 | 104 | 95 | 96 | 104
COc1ccc(/C=N/NC(=O)Cn2nc(-c3ccccc3)ccc2=O)cc1OC | 111 | 96 | 90 | 107 | 106 | 99 | 92 | 112
C[N+](C)(C)CCO | 106&113&112 | · | 119&99&109 | 109&98&107 | · | · | · | ·
COc1ccc(/C=N/n2c(CN3CCCCC3)nc3ccccc3c2=O)cc1 | 108 | 101 | 94 | 104 | 103 | 97 | 99 | 104
Cc1ccc(NC(=O)CSc2nc3ccccc3[nH]2)cc1 | 105 | 87 | 95 | 109 | 96 | 105 | 100 | 108
O=C(CSCC(=O)N/N=C/c1ccccc1O)N/N=C\c1ccccc1O | 37 | 31 | 25 | 28 | 29 | 35 | 26 | 27
COC(=O)c1ccc(NC(=O)c2ccc(Oc3ccc(F)cc3)cc2)cc1O | 96 | 100 | 106 | 103 | 106 | 100 | 103 | 100
CCCCC1(CCCC)NC(=O)NC1=O | 104 | 98 | 92 | 98 | 101 | 98 | 98 | 94
COc1cc(C)cc2oc3oc(=O)c(-c4csc(-c5ccccc5)n4)cc3c(=O)c12 | 112 | 99 | 97 | 101 | 104 | · | 101 | 109
COc1cc(/C=C/C(=O)N2CCN(C(=O)/C=C/c3ccc(F)cc3)CC2)cc(OC)c1OC | 118 | 93 | 98 | 99 | 109 | 105 | 105 | 99
O=C1c2ccccc2CC2(O)C(c3ccccc3)NCC(O)CN12 (stereo unspecified) | 114 | 99 | 98 | 102 | 102 | 103 | 103 | 105
COc1ccc(CNC(=O)C2CSC3(C)c4ccccc4C(=O)N23)cc1 (stereo unspecified) | 105 | 100 | 94 | 94 | 98 | 93 | 106 | 93
Cc1nc(N)sc1-c1csc(Nc2ccccc2Cl)n1 | 104 | 105 | 78 | 85 | 87 | 97 | 92 | 94
O=C(O)c1cc(O)c(O)c(OC(=O)c2cc(O)c(O)c(O)c2)c1 | 115 | 106 | 95 | 98 | 113 | · | 97 | 98
COc1ccc(Cc2nc3ccccc3s2)cc1OC | 95 | 101 | 56 | 105 | 86 | 100 | 113 | 79
O=c1oc2ccc3ccccc3c2cc1-c1ccnc2ncnn12 | 107 | 96 | 95 | 98 | 94 | 104 | 99 | 107

Entries of single compounds from above.
O=C(CSCC(=O)N/N=C/c1ccccc1O)N/N=C\c1ccccc1O is listed with DU-145: 37; SNB-19: 31; PC-3: 25; OVCAR-8: 28; SF-268: 29; SF-295: 35; SF-539: 26; U251: 27
CCCCOc1nc2ccc(C)cc2cc1-c1cc(-c2ccc(Cl)cc2)nc(-c2ccc(Cl)cc2)c1 is listed with DU-145: 114; SNB-19: 94; PC-3: 99; OVCAR-8: 102; SF-268: 98; SF-295: 106; SF-539: 102; U251: 103

Other entries follow.
compound | DU-145 | SNB-19 | PC-3 | OVCAR-8 | SF-268 | SF-295 | SF-539 | U251
NC(=O)c1cc(Cl)ccc1N | 101 | 99 | 97 | 104 | 98 | · | 96 | 103
COc1ccc(-c2ccc(SCC(=O)Nc3ccc(C#N)cc3)nn2)cc1 | 105 | 65 | 85 | 89 | 99 | 81 | 71 | 71
CCCCCCCCCCCCOC(=O)OCCCCCCCCCCCC | 118 | 107 | 106 | 107 | 116 | · | 94 | 102
CC(C)=C[C@@H]1C[C@H](O)Cc2ccccc2N1 | 111 | 99 | · | 98 | 105 | 98 | 94 | 98
NC(=O)n1[nH]c(N)c(N=Nc2ccc(S(=O)(=O)N=C(N)N)cc2)c1=O | 109 | 98 | 105 | 108 | 104 | 100 | 100 | 107
CCOC(=O)C1=NNC(C(=O)OCC)C1c1ccccc1 (stereo unspecified) | 107 | 94 | 99 | 99 | 45 | 102 | 93 | 98
COc1cccc(-c2nn(-c3ccccc3)cc2-c2ccnc(N3CCN(C(=O)Nc4ccc(F)cc4)CC3)c2)c1 | 68 | 65 | 44 | 49 | 85 | 65 | 67 | 67
N#CC1(Nc2ccc(Br)cc2)CCCC1 | 118 | 85 | 65 | 82 | 77 | 46 | 84 | 84
COc1ccc(/C=C2\C(=O)N(C(=O)c3csc(NC(C)=O)n3)N=C2C)cc1OC | 109 | 111 | 100 | 106 | 99 | 103 | 108 | 107
CSc1nc2ccccc2cc1/C=N/O | 100 | 91 | 87 | 88 | 82 | 88 | 94 | 95
COc1cccc(-c2nn(-c3ccccc3)cc2-c2ccnc(NCCCNC(=O)Nc3ccc(Cl)c(Cl)c3)c2)c1 | 22 | 28 | 6.5* | 1.5* | 14 | -5.0* | 1.7* | -15*
O=C(O)CC(C(=O)O)C(c1ccccc1)c1ccccc1 (stereo unspecified) | 116 | 111 | 104 | 113 | 108 | 115 | 108 | 104
Cc1ccc(S(=O)(=O)NCCNc2nccc(-n3cnc4ccccc43)n2)cc1 | 89 | 87 | 76 | 80 | 69 | 75 | 80 | 85
O=C(NCCN1CCC(n2c(=O)[nH]c3cc(Cl)ccc32)CC1)c1ccc(F)cc1 | 110 | 116 | 108 | 114 | 125 | 115 | 116 | ·
CC(C)NC(=O)c1cc(-c2ccc(NC(=O)Nc3ccc(F)c(C(F)(F)F)c3)cc2)nc2cccnc12 | 100 | 94 | 84 | 79 | 92 | 86 | 90 | 88
CN1C(=O)C2(Nc3ccccc3-c3ccnn32)c2ccccc21 (stereo unspecified) | 94 | 109 | 93 | 96 | 97 | 108 | 98 | 96
Cc1ccc2oc(=O)cc(Cn3cnn(-c4ccccc4)c3=O)c2c1 | 101 | 84 | 82 | 95 | 91 | 97 | 92 | 95
COc1ccc(C2=CCCC2)c(OC)c1 | 115 | 105 | 99 | 102 | 109 | 104 | 112 | ·
N#CCCNC(=O)Nc1ccccc1 | 100 | 101 | 96 | 110 | 92 | 115 | 103 | 108
Oc1c(Cl)c(Cl)c2ncccc2c1Cl | 110 | 97 | 98 | 108 | 105 | 112 | 106 | 106
CN1CCN(Cc2ccc(C(=O)Nc3cccc(Nc4ccc5c(O)cccc5n4)c3)cc2C(F)(F)F)CC1 | -2.0* | -64* | 11 | -20* | 2.2* | -69* | -92* | -35*
CC1N(NC(=O)Nc2ccc(F)cc2)C(=O)c2ccccc2N1C (stereo unspecified) | 122 | 107 | 110 | 116 | 105 | 99 | 104 | 109
CN1CCN(c2ccc(Nc3nc(NCCNS(=O)(=O)c4cccc(F)c4)c4sccc4n3)cc2)CC1 | 103 | 99 | 87 | 94 | 72 | 103 | 96 | 94
Cc1ccc2cccnc2c1NS(=O)(=O)c1ccc(Cl)cc1Cl | 95 | 91 | 78 | 91 | 88 | 85 | 105 | 82
O=S(=O)(c1cccc(C(F)(F)F)c1)N(CCCCN(S(=O)(=O)c1cccc(C(F)(F)F)c1)S(=O)(=O)c1cccc(C(F)(F)F)c1)S(=O)(=O)c1cccc(C(F)(F)F)c1 | 108 | 128 | 81 | 95 | 101 | 109 | 102 | 94
Cc1c2cnccc2c(C)c2c1c1cc(C(=O)O)ccc1n2C | 4.3* | 2.2* | 10 | 5.8* | 1.0* | -2.4* | -24* | 0.0*
CC(C)(C)CC(C)(C)NCc1ccccc1 | 118 | 110 | · | 118 | 108 | 110 | 104 | 123
CCC1C(C)(C)c2ccc(C)cc2C1(C)C (stereo unspecified) | 109 | 107 | 91 | 99 | 106 | 96 | 96 | 103
CCN1OC(=O)N(c2ccccc2)C1c1ccccc1 (stereo unspecified) | 105 | 99 | 98 | 104 | 97 | 99 | 98 | 100
Cc1ccc2c(c1)C(=O)c1c-2c(OCCCN(C)C)nc2ccccc12 | 34 | · | 19 | 17 | 31 | 60 | 14 | 4.4*

Next results:
Compound,DU-145,SNB-19,PC-3,OVCAR-8,SF-268,SF-295,SF-539,U251
Cc1ccc2nc(N=C(N)N)[nH]c2c1,117,96,96,108,104,109,101,106
CCCCCCCCCCCCCCCC(=O)Nc1cccc2ccccc12,117,101,90,99,103,94,112,102
NC(=O)c1cc(Cl)ccc1NC(=O)[C@@H]1C[C@H]1c1ccccc1,101,96,93,105,93,105,106,99
Cn1c2c(cc(S(=O)(=O)c3ccccc3)c1=O)CCc1c-2cnn1-c1ccc(Cl)cc1,8.8*,·,29,-48*,33,-4.2*,-19*,21
CCN1CCN(C(=S)SCC(=O)Nc2nc3ccc(C)cc3s2)CC1,113,102,89,92,107,106,117,110
CCOc1ccc(NC(=O)OCC(C)C)cc1,107,106,96,113,110,101,99,103
CC(=O)N1N=C(c2ccc(Cl)cc2)CC1c1sc(Cl)nc1Cl (stereo unspecified),75,67,73,78,80,80,104,71
Cc1c(O)cccc1Cl,130,97,98,96,114,98,102,104
COC(=O)c1ccc(I)c(C)c1,120,115,107,106,108,102,101,103
Cc1nc2ncc(C(=O)NO)c(=O)n2[nH]1,106,97,91,89,101,98,103,100
N#Cc1cnc2ccc(NCc3cnc[nH]3)cc2c1Nc1ccc(F)c(Cl)c1,39,77,70,47,63,94,92,59
CCN(CC)Cc1nc2nc(Cl)c(Cl)nc2[nH]1,112,·,93,101,103,95,99,100
CC(C)=CCCC(C)C1=C(O)C(=O)C(C)=CC1=O (stereo unspecified),100,99,91,·,94,120,96,81
CCOC(=O)c1ccc2c(c1)nc(C)n2-c1cc(C(C)(C)C)[nH]n1,101,98,88,107,103,80,·,91
O=C(O)CCCSc1nc(-c2ccc(Cl)cc2)cc(-c2ccc(Cl)cc2)n1,104,104,93,96,98,96,97,96
Fc1ccc(Nc2nc(-c3ccncc3)cs2)cc1,78,104,81,91,93,102,76,69
O=C(/C=C/c1cccc(O)c1)c1cccc(-n2cc(-c3ccc4ccccc4c3)[nH]c2=O)c1,-17*,-43*,5.0*,14,-7.0*,6.6*,-88*,-87*
COc1ccc2nc(C)cc(Nc3ccc(Cl)cc3)c2c1,102,104,100,101,103,108,104,97
C[C@@H](COc1ccn(-c2ccc(F)cc2)c(=O)c1)Oc1ccccc1,114,95,104,·,102,100,102,104
Cc1sc(N=Nc2ccc(N(C)C)cc2)[n+]([O-])c1C,102,100,95,101,96,106,100,99
CCN(CC)CCSSCCN(CC)CC,108,108,102,107,105,102,102,102
Cc1ccnc(NS(=O)(=O)c2ccc(Nc3ccnc(SCC(=O)c4ccc(C(F)(F)F)cc4)n3)cc2)n1,112,100,94,96,108,100,98,102
O=C(Cn1c(-c2cnccn2)nc2cc(Br)cnc21)NNC(=O)c1ccncc1,88,92,66,94,75,89,87,92
Cc1[nH]c(C2CC(c3ccc(C(F)(F)F)c(F)c3)=NN2c2ccc(Cl)cc2)c(C)c1C(=O)NCC(F)(F)F (stereo unspecified),96,90,72,91,90,93,88,94
CN(C)C(=S)Oc1ccccc1C1(C)OCCO1,107,·,96,108,101,96,99,104
COc1ccccc1CNCCCN1C(=O)c2ccc3c4c(ccc(c24)C1=O)C(=O)N(CCCOCCCCOCCCN)C3=O,-74*,-11*,3.9*,-15*,-21*,-9.2*,-35*,-49*
COc1cc(OC)c(NC(=O)C2=C(C)NC(C)=C(C(=O)Nc3cc(Cl)c(OC)cc3OC)C2c2cccc([N+](=O)[O-])c2)cc1Cl,99,·,69,94,91,91,89,91
c1ccc2c(c1)-c1cccc3cncc-2c13,101,96,113,104,103,127,110,101
Cc1ccc(S(=O)(=O)N\N=C2/C=C\C(=N\NS(=O)(=O)c3ccc(C)cc3)CCc3ccc(cc3)CC2)cc1,109,96,84,96,96,87,96,99
O=C(Nc1ccccc1)Nc1ncnc2c1ncn2-c1ccccc1Cl,105,94,97,94,104,96,109,94
Cc1ccc(C2CC(c3ccc(NC(=S)Nc4ccccc4)cc3)=NN2c2ccc(S(C)(=O)=O)cc2)cc1 (stereo unspecified),133,104,98,109,122,103,100,112
Cc1cn(C2CCCCO2)c(=O)[nH]c1=O (stereo unspecified),133,99,111,104,113,116,107,106
Cc1ccc(S(=O)(=O)CCOC(=O)CNC(=O)OCc2ccccc2)cc1,110,98,104,102,102,87,96,105
ClCCn1c(CCl)nc2ccc(Cl)cc21,-59*,48,-64*,-33*,-69*,25,-44*,-67*
